NR1D1 modulator: modulators of Rev-erb alpha DNA binding, primary screen, biochemical, FITC-DNA, fluorescence polarization, uHTS; Nuclear receptor subfamily 1 group D member 1 (Homo sapiens), P20393; Rev-erbα–FITC-DNA binding, 90 min; activity, % at 10 µM; 0.79% of 370,000 active; AID 1259318, 2017;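 active = activity above about 14%, limit read from the data; passing the limit was not always enough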;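 note: 0% = DMSO wells with 35 nM protein and 100% = DMSO wells with 750 nM protein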
SMARCA2 act: SMARCA2 (BRM) function activators, primary screen, cell-based, luminescence, high throughput | 1% of 370,000 active | MG213 cells, MMTV-luciferase reporter, dexamethasone, overnight | activation, % at 9.1 µM | AID 652017, 2013; in the data active = activation above about 7.8%;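 note: 0% = vehicle wells and 100% = reference activator wells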
GAA850 FXN act: FXN promoter activators, primary screen, cell-based, luciferase luminescence, HEK293 lucGAA850 | HEK293 lucGAA850 FXN promoter luciferase reporter, 24 h; percent of 10 µM SAHA response | activation, % at 6 µM | 0.56% of 360,000 active;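 active = activation above the average of all compounds screened plus 3 SD, cutoff fixed separately per campaign, cut at about 7.5% in these data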;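 note: 0% = DMSO wells and 100% = 10 µM SAHA wells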
DAX1 inh-1: DAX1 (NR0B1) inhibitors on StAR promoter, primary screen, cell-based, luminescence, SF-1 (NR5A1), full-length DAX-1; 1.1% of 370,000 active; HEK293T StAR-luciferase reporter, SF-1/DAX-1 repression relief; inhibition, % at 6.8 µM; AID 652010, 2013;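 active = inhibition above the mean over all tested compounds plus 3 SD, cut at about 3.6% in these data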;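 note: 0% = DAX-1 cells with DMSO and 100% = cells lacking DAX-1 with DMSO; higher inhibition means more luminescence from relief of DAX-1 repression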
hgDAF-12 ag: H. glycines DAF-12 receptor agonists, primary screen, cell-based, luminescence, HEK293, GAL4 fusion, UAS-luciferase; AID 687014, 2013; HEK293 GAL4-hgDAF12 UAS-luciferase reporter, agonist luminescence; normalized to butyrate control; 1.8% of 370,000 active; activation, % at 6.8 µM;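 active = activation above a cutoff set at the mean of all screened compounds plus 3 SD, cut at about 10% in these data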;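 note: 0% = DMSO wells and 100% = sodium butyrate wells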
DAX1 inh-2: DAX1 (NR0B1) inhibitors, primary screen, cell-based, HEK293, Gal4-DAX1, luciferase luminescence; HEK293 Gal4-DAX1 luciferase reporter; inhibition, % at 6.75 µM; 0.99% of 340,000 active; AID 504766, 2011;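 active = inhibition above the mean over all tested compounds plus 3 SD, cut at about 4.2% in these data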;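 note: 0% = DAX1-transfected cells with DMSO and 100% = empty-vector control cells with DMSO; inhibition shows as a rise in luminescence from relieved DAX1 repression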
Target sequence (P51843 207-470 limits assumed): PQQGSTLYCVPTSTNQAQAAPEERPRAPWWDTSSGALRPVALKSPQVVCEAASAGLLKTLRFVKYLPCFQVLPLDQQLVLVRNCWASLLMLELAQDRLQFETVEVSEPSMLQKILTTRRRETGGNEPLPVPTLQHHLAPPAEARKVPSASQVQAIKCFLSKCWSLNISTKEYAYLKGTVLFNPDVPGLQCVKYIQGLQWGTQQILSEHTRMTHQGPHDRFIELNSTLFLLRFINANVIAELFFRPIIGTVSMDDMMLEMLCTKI
PLCb3 inh: human PLC-beta3 inhibitors, primary screen, biochemical, fluorescence | Purified PLC-beta3, fluorogenic substrate | inhibition, % at 12.2 µM | 0.18% of 370,000 active; in the data active = inhibition above about 11%;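 note: 0% = median of compound wells on plate and 100% = full blocker control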
hcDAF-12 act: H. contortus DAF-12 nuclear receptor activators, primary screen, cell-based, luminescence, HEK293, lit1-tk-luc reporter; activation, % at 6.8 µM; AID 652067, 2013; 1.4% of 370,000 active; HEK293 hcDAF-12 lit1-tk-luc reporter; 0% DMSO, 100% Δ7-dafachronic acid;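 active = activation above the mean of all tested compounds plus 3 SD, cut at about 5.5% in these data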;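 note: 100% = response to 3 µM Δ7-dafachronic acid high control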
ssDAF-12 act: S. stercoralis DAF-12 nuclear receptor activators, primary screen, cell-based, luminescence, HEK293, GRIP1 co-expression, lit1-tk-luc | 1% of 370,000 active | HEK293 ssDAF-12/GRIP1 lit1-tk-luc reporter; % of 3 µM dafachronic acid response | Nuclear hormone receptor DAF-12 (Strongyloides stercoralis) | activation, % at 6.8 µM;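 active = activation above the mean over all tested compounds plus 3 SD, cut at about 0.9% in these data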;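 note: 0% = DMSO-only wells and 100% = 3 µM delta7-dafachronic acid wells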
PG9 Ab binder: binders of HIV-1 gp120 antibody PG9, primary screen, biochemical, TR-FRET; AID 624416, 2012; HIV-1 gp120 / PG9 antibody interaction; inhibition, % at 6.7 µM; TR-FRET gp120-PG9 antibody binding; 0.43% of 360,000 active; in the data active = inhibition above about 8.5%
HGIII-sPLA2 inh: human group III sPLA2 inhibitors, primary screen, biochemical, QFRET, BODIPY PC-A2 liposome substrate; 0.56% of 370,000 active; inhibition, % at 12.2 µM; QFRET BODIPY PC-A2 liposome hydrolysis, fluorescence; Group 3 secretory phospholipase A2 (Homo sapiens), Q9NZ20;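 active = inhibition above mean plus 3 SD of compounds lying within the high and low control bounds, cut at about 19% in these data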;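 note: 0% = median of test compound wells and 100% = no enzyme DMSO wells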
Target sequence (Q9NZ20 whole entry, looked up): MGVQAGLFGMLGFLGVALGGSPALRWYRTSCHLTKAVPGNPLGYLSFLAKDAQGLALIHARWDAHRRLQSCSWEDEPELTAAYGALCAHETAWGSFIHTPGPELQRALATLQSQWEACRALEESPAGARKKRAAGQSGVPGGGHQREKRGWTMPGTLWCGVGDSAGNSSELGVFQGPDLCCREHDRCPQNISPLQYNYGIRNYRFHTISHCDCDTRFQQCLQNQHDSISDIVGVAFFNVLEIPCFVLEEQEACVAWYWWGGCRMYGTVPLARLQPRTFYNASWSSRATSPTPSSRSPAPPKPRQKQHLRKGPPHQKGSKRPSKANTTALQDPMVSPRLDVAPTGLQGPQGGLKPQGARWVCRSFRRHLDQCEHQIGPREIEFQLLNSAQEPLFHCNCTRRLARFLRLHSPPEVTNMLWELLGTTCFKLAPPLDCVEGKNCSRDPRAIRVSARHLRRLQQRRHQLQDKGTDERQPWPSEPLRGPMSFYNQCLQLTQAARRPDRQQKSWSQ
Starred values were filed as active, the others as inactive; . = not tested or not shown.

no. | structure | NR1D1 modulator | SMARCA2 act | GAA850 FXN act | DAX1 inh-1 | hgDAF-12 ag | DAX1 inh-2
1 | COC(=O)c1ccc(-c2nc3cc(N)ccc3o2)cc1 | -1 | -4 | -11 | -0.9 | -5.1 | -2.6
2 | COc1ccc(NC(=O)CN(C)CC(=O)N2CCCCCC2)cc1 | 1 | 5 | 1.2 | -0.5 | -2.3 | 0.8
3 | CC(C)c1ccc(C(C(=O)NC2CCCC2)N(C(=O)CNC(=O)c2ccco2)c2cccnc2)cc1 (stereo not drawn) | 5 | 2 | 0.2 | 0.4 | -0.8 | 0.1
4 | COc1cccc(-c2cnc(C(O)c3ccc(F)c(F)c3)[nH]2)c1 (stereo not drawn) | 10 | -1 | 0.4 | 0.4 | 4.0 | .
5 | Cc1ccc(S(C)(=O)=O)cc1C(=O)Nc1ccc(S(=O)(=O)Nc2nccs2)cc1 | 8 | -2 | 0.0 | -0.7 | -0.7 | 1.1
6 | CCOc1ccc(-n2c(N)c(-c3nc4ccccc4n3C)c3nc4ccccc4nc32)cc1 | -2 | 1 | 2.4 | -0.7 | 4.3 | 0.1
7 | CCC[C@H]1OC(=O)[C@@H]2CCCN2C(=O)[C@H]([C@H](C)Cc2ccccc2)NC(=O)[C@@H]2CCCN2C(=O)[C@@H]2CCCN2C(=O)[C@H](C(C)C)OC(=O)[C@@H]2CCCN2C(=O)[C@H](C(C)C)NC(=O)C1(C)C | 1 | . | . | . | -4.5 | .
8 | Cc1ccc(Nc2nnc(SCc3cc(=O)n4cc(C)ccc4n3)s2)cc1 | 3 | -4 | 0.8 | -0.3 | -4.3 | -0.8
9 | Cc1cc(=O)oc2c(C)c(OCC(=O)NCCN3CCOCC3)ccc12 | -1 | -2 | 0.4 | 0.3 | 2.9 | 0.5
10 | CSc1nc2ccccc2c(=O)n1N | 1 | -1 | -1.1 | 0.4 | 3.2 | -0.1
11 | COc1ccc(OC)c(NC(=O)c2cc(-c3c(C)cc(C)cc3O)n[nH]2)c1 | -10 | 0 | 1.7 | -0.3 | -2.1 | -0.8
12 | Cc1onc(C(=O)N2CCC(C(N)=O)CC2)c1-c1ccccc1Cl | 4 | 0 | -2.2 | -0.1 | 1.0 | -0.5
13 | NC1=NN=C(N2N=C(c3ccco3)CC2(O)C(F)(F)F)n2ncnc2C1 (stereo not drawn) | 5 | -3 | 1.3 | -0.1 | -0.5 | 1.0
14 | CC1=C(C(=O)N2CCOCC2)CC(CC(=O)NCCc2ccccn2)C(=O)N1CCC1=CCCCC1 (stereo not drawn) | -1 | -2 | . | 1.6 | -1.7 | .
15 | O=C(NCc1cccnc1)c1cc(C2CCCN(C(=O)c3ccccn3)C2)on1 (stereo not drawn) | -7 | -2 | 1.3 | -1.5 | -0.3 | .

no. | PLCb3 inh | hcDAF-12 act | ssDAF-12 act | PG9 Ab binder | HGIII-sPLA2 inh
1 | -154 | -3.4 | -2.3 | 0.7 | -5
2 | 2 | -0.1 | -1.1 | -2.5 | 0
3 | 1 | -0.8 | -1.1 | -1.0 | -6
4 | -3 | 1.4 | -1.2 | -1.0 | 11
5 | -3 | -0.6 | -1.4 | 0.4 | -19
6 | -16 | 2.0 | -0.1 | 0.3 | -2
7 | -2 | -1.7 | -1.7 | . | -10
8 | 0 | 1.7 | -1.4 | -1.6 | -8
9 | -21 | 2.9 | -0.7 | -2.2 | 12
10 | 1 | -1.8 | -0.7 | 0.3 | 8
11 | -13 | -3.5 | -1.7 | -1.4 | -10
12 | -8 | 0.0 | -1.2 | 0.1 | -1
13 | -11 | -0.5 | -1.2 | -0.2 | -6
14 | 1 | -0.5 | -1.3 | -0.5 | 4
15 | -3 | 0.8 | -1.2 | 1.6 | 16

Single records, from the list above.
Cc1onc(C(=O)N2CCC(C(N)=O)CC2)c1-c1ccccc1Cl is listed with NR1D1 modulator: 4; SMARCA2 act: 0; GAA850 FXN act: -2.2; DAX1 inh-1: -0.1; hgDAF-12 ag: 1.0; DAX1 inh-2: -0.5; PLCb3 inh: -8; hcDAF-12 act: 0.0; ssDAF-12 act: -1.2; PG9 Ab binder: 0.1; HGIII-sPLA2 inh: -1
Cc1ccc(Nc2nnc(SCc3cc(=O)n4cc(C)ccc4n3)s2)cc1 is listed with NR1D1 modulator: 3; SMARCA2 act: -4; GAA850 FXN act: 0.8; DAX1 inh-1: -0.3; hgDAF-12 ag: -4.3; DAX1 inh-2: -0.8; PLCb3 inh: 0; hcDAF-12 act: 1.7; ssDAF-12 act: -1.4; PG9 Ab binder: -1.6; HGIII-sPLA2 inh: -8

Further results follow:
no. | structure | NR1D1 modulator | SMARCA2 act | GAA850 FXN act | DAX1 inh-1 | hgDAF-12 ag | DAX1 inh-2
16 | COC(=O)c1sc(-c2ccc(Cl)cc2)cc1NC(=O)COCC(=O)O | -5 | 0 | -0.3 | -0.2 | 1.5 | -0.5
17 | Cc1[nH]c(=O)[nH]c(=O)c1CSCC(=O)OCC(=O)c1ccc(Br)cc1 | -1 | -1 | -1.6 | 0.0 | -1.0 | -0.7
18 | C=CCSc1nc2sc3c(c2c(=O)[nH]1)CC(C)(C)OC3 | 3 | -1 | 1.0 | 1.2 | -0.6 | 1.4
19 | CC1CCCCC1NC(=O)C1CCN(C(=O)NC2CCCCC2)CC1 (stereo not drawn) | -8 | -1 | -1.2 | 0.5 | -1.7 | 2.1
20 | COc1ccccc1N1CCN(C(=O)c2cc3cc(Cl)ccc3[nH]2)CC1 | 3 | -2 | 1.2 | -0.4 | -0.5 | -0.5
21 | CNNC(=S)Nc1ccc(Cl)cc1 | 8 | -4 | 0.0 | -0.3 | -0.6 | -1.2
22 | OC1CCCN(Cc2ccccc2)C1 (stereo not drawn) | 0 | 0 | 0.2 | 0.4 | -1.1 | 0.3
23 | O=C(CNCCN1CCOCC1)Nc1ccccc1Sc1ccccc1 | -4 | 0 | 4.7 | -0.5 | -1.3 | 0.2
24 | CCC(C)C1=CC(=Nc2c(C)n(C)n(-c3ccccc3)c2=O)C=C(C(C)CC)C1=O (stereo not drawn) | 3 | -1 | -0.1 | -0.1 | -2.3 | -0.1
25 | c1ccc(-c2csc3ncnc(NCCCN4CCOCC4)c23)cc1 | -2 | -1 | -2.6 | -1.3 | -4.4 | -1.9
26 | Cc1ccnc(NS(=O)(=O)c2ccc(NC(=O)C3C4C=CC(C4)C3C(=O)O)cc2)n1 (stereo not drawn) | 7 | -1 | -0.5 | 0.7 | 1.4 | 0.2
27 | COc1ccc(C(C(=O)NCC2CCCO2)N(C(=O)CNC(=O)c2cccs2)c2ccc(C(C)=O)cc2)cc1OC (stereo not drawn) | -3 | -2 | 0.0 | 0.3 | -0.2 | 0.5
28 | Cc1ccccc1S(=O)(=O)NC(=O)C1(C)CCN1C(=O)Cc1cccs1 (stereo not drawn) | -6 | 0 | -1.5 | 0.4 | -0.5 | .
29 | Fc1cccc(-n2ncc(-c3nnnn3-c3ccccc3)c2C(F)(F)F)c1 | 2 | -2 | 0.5 | -1.0 | -2.5 | -0.9
30 | CC(/C=C/c1ccccc1)=N\NC(=O)c1ccncc1 | -1 | -3 | -0.3 | 0.2 | 3.0 | -0.3

no. | PLCb3 inh | hcDAF-12 act | ssDAF-12 act | PG9 Ab binder | HGIII-sPLA2 inh
16 | -14 | 0.5 | -1.2 | 0.0 | -13
17 | -4 | -2.1 | -1.1 | -0.8 | 1
18 | -6 | -1.4 | -1.1 | 0.3 | -2
19 | -2 | -2.0 | -0.9 | -0.3 | 5
20 | -3 | -0.3 | -1.8 | -0.4 | 2
21 | -7 | 0.6 | -1.2 | 0.7 | 14
22 | -1 | -2.1 | -1.1 | -0.7 | 4
23 | 4 | -0.9 | -1.9 | -2.9 | 1
24 | -2 | -1.4 | -1.5 | -1.2 | 4
25 | 2 | -1.9 | -1.9 | -0.6 | -1
26 | 4 | -0.1 | -1.2 | -0.8 | 4
27 | 0 | 1.4 | -1.7 | -2.1 | 1
28 | 1 | 0.4 | -0.6 | 0.9 | 1
29 | 4 | 0.6 | -1.5 | -1.4 | -3
30 | -17 | 0.3 | -1.1 | -2.8 | -1

(next part)
no. | structure | NR1D1 modulator | SMARCA2 act | GAA850 FXN act | DAX1 inh-1 | hgDAF-12 ag | DAX1 inh-2
31 | CCOc1ccc(NC(=O)c2ccc(NC(=O)c3ccccc3Br)cc2)cc1 | 0 | -2 | -1.2 | -2.6 | -2.9 | -0.8
32 | Cc1cc(C)cc(Oc2ccc(-c3nnc(-c4ccccc4)o3)cc2[N+](=O)[O-])c1 | 2 | 0 | -0.3 | 1.1 | -2.9 | -0.1
33 | Cc1cc(C)nc(SCC(=O)N/N=C\c2sccc2C)n1 | 5 | -2 | -0.9 | 0.3 | -0.7 | -1.2
34 | O=C(CN1CCN(S(=O)(=O)N2CCOCC2)CC1)Nc1cc(Cl)ccc1Cl | 1 | -2 | 1.8 | 0.0 | -0.4 | 0.4
35 | Cc1cc(N2CCN(C)CC2)ccc1NC(=O)c1ccc(-c2ccc(Cl)cc2)o1 | 3 | -5 | -10 | -2.5 | -4.8 | -1.5
36 | COc1cccc(C(=O)Nc2ccc3[nH]ncc3c2)c1 | 2 | 9.4* | 4.4 | 1.6 | 11* | 2.7
37 | NC(=S)Nc1cccc2cn[nH]c12 | 0 | -1 | -0.3 | 0.7 | 3.7 | 0.5
38 | COCCCN1CN(S(=O)(=O)c2ccc(C)cc2C)c2nc3ccccc3nc21 | 0 | -2 | 1.5 | -0.7 | -0.8 | -0.1
39 | O=c1c(OCc2ccccc2)cccn1Cc1ccccc1 | 5 | 1 | 3.6 | 1.6 | 9.1 | 1.3
40 | CN(C)CCSc1nc(-c2ccccc2)nc2c1COC(C)(C)C2 | -4 | 0 | -0.9 | 0.4 | -0.5 | -0.6

no. | PLCb3 inh | hcDAF-12 act | ssDAF-12 act | PG9 Ab binder | HGIII-sPLA2 inh
31 | 0 | -1.8 | -1.8 | -2.0 | -6
32 | 1 | 0.9 | -0.4 | 0.2 | 3
33 | 1 | -0.4 | -1.6 | -0.3 | -3
34 | -8 | -1.6 | -0.5 | 1.9 | 2
35 | -20 | -3.9 | -1.8 | 1.2 | 0
36 | -8 | 4.8 | -0.1 | -0.8 | 0
37 | -4 | 1.8 | -1.6 | -4.2 | 4
38 | -57 | 0.4 | -1.6 | -0.8 | -12
39 | 1 | 1.7 | -0.7 | -0.6 | 5
40 | 1 | -1.7 | -2.0 | -1.3 | -7

Rows were taken by chance; 7% or so of the library scored in one or more.
